High-throughput results: PubChem BioAssay, several laboratories
Rev-erbA mod: Rev-erb alpha (human) modulation; P20393; Rev-erbα–FITC-DNA binding, fluorescence polarization, 90 min; activity, % at 10 µM; hit rate 0.79% among 370,000; AID 1259318;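 active = activity above about 14%, limit read from the data; passing the limit was not always enough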;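 also: 0% = DMSO wells with 35 nM protein and 100% = DMSO wells with 750 nM protein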
PG9 Ab binder: PG9 antibody binding by small molecule; TR-FRET gp120-PG9 antibody binding; inhibition, % at 6.7 µM; hit rate 0.43% among 360,000; AID 624416; in the data active = inhibition above about 8.5%
SIAE primary: inhibitors of human sialic acid acetylesterase SIAE; Q9HAT2; SIAE FP-Rh probe binding, fluorescence polarization; inhibition, % at 9.66 µM; AID 1053197; hit rate 0.69% among 370,000;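 active = inhibition above a cutoff: mean of compounds within the control limits plus 3 SD of those, cut at about 17% in these data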;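 also: 0% = plate median of compound wells and 100% = probe without SIAE protein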
TDP2 inh: TDP2 (human) inhibition, absorbance primary screen | recombinant TDP2, T5PNP hydrolysis, p-nitrophenol absorbance 415 nm | AID 720702 | hit rate 0.34% among 370,000 | inhibition, % at 12.8 µM;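 active = inhibition above the mean of all tested compounds plus 3 SD, set per campaign, cut at about 25% in these data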;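 also: 0% = DMSO with enzyme and 100% = buffer with substrate but no TDP2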
Target sequence (O95551 whole entry, looked up): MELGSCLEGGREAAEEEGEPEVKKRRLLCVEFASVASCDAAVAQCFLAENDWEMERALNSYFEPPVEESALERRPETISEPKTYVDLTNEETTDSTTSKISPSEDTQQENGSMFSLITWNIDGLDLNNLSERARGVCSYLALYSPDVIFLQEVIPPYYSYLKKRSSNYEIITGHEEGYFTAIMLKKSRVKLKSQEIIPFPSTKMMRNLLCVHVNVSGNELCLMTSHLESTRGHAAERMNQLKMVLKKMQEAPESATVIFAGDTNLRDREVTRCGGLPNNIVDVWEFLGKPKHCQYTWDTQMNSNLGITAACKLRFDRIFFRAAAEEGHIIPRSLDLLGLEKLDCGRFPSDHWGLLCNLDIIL
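test system = human TDP2 enzyme | input = TDP2 enzyme at 120 nM final | medium = 50 mM Tris-HCl pH 7.5 with Mg2+, KCl, DTT, BSA | also added = T5PNP substrate, 5 mM | times = 2 h at 37 °C | technique = epi absorbance | benchmarks = high control without enzyme, low control DMSO plus TDP2 | replication = each compound tested once, singlicate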
PRMT1 inh: blocks human protein arginine methyltransferase 1. Q99873. recombinant PRMT1, activity-based probe fluorescence polarization. inhibition, % at 2.79 µM. hit rate 1.3% among 370,000;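 active = inhibition above about 21% made by adding two undisclosed values, limit read from the data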
TCR-CD3 inh: blocks the human TCR-CD3 interaction; TAMRA-labeled TCR probe fluorescence, biochemical; inhibition, % at 9.4 µM; hit rate 0.37% among 360,000; AID 651800; in the data active = inhibition above about 19%;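 also: recombinant mutant TCR 2C K166C tagged with TAMRA read by polarization; 0% = receptor in buffer alone and 100% = receptor with positive control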
ABHD4 inh: inhibits mouse alpha/beta hydrolase domain 4; Q8VD66; purified mABHD4, FP-Rh probe fluorescence polarization; inhibition, % at 8.92 µM; hit rate 0.54% among 370,000; AID 720543;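 active = inhibition exceeding the mean over every tested compound plus 3 SD, cut at about 30% in these data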;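 also: 0% = plate median of compound wells and 100% = S159A mutant with DMSO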
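Assay system: wild-type mouse ABHD4 protein; compound: single nominal dose of 8.92 µM, 0.89% DMSO final; schedule: 45 min + 60 min at 25 °C; measured by: FP readout, ex 525 nm / em 598 nm; evaluation: % inhibition of FP-Rh probe binding versus controls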
rCAG binder: binds r(CAG) RNA repeats; r(CAG) RNA repeat, TO-PRO-1 dye displacement fluorescence; inhibition, % at 3 µM; hit rate 1.3% among 370,000; AID 651821;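 active = inhibition above the plate cutoff, the mean of all test compounds on that plate plus 3 SD, cut at about 35% in these data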;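 also: 0% = DMSO alone and 100% = 100 µM mitoxantrone as full dye displacement; higher means more dye released from RNA so lower well fluorescence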
HTRA1 inh: blocks human HTRA1 serine peptidase; Q92743; recombinant HTRA1, FP-rhodamine activity-based probe, fluorescence polarization; inhibition, % at 5.96 µM; hit rate 0.5% among 340,000; AID 504803; in the data active = inhibition above about 36%;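 also: 0% = enzyme with DMSO and 100% = wells lacking enzyme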
Target sequence (Q92743 whole entry, looked up): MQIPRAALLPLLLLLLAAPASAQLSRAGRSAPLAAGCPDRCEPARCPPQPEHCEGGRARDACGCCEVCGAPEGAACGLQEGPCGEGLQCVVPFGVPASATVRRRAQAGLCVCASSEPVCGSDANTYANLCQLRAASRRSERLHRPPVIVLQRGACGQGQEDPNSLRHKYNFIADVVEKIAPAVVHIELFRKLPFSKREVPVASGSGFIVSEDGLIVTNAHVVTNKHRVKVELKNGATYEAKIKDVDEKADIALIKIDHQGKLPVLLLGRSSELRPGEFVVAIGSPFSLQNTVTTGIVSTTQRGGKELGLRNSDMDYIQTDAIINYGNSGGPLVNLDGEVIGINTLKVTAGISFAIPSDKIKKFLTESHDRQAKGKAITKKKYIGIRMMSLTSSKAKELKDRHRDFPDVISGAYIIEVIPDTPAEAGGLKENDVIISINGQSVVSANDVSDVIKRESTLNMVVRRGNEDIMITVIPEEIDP
LEDGF integ inh: blocks HIV-1 LEDGF/p75-dependent DNA integration. inhibition, % at 3.7 µM. hit rate 0.64% among 370,000. TR-FRET IN-LEDGF/p75 DNA integration, Eu/Cy5;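 active = inhibition above the screen-wide mean plus 3 SD, cut at about 13% in these data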;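 also: signal is the Cy5 over europium emission ratio at 671 and 618 nm; 0% = plate median of compound wells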
Starred values were filed as active, the others as inactive; · = not tested or not shown. Only part of the results is shown; rates above refer to the full screens.

SMILES | Rev-erbA mod | PG9 Ab binder | SIAE primary | TDP2 inh | PRMT1 inh | TCR-CD3 inh | ABHD4 inh | rCAG binder | HTRA1 inh | LEDGF integ inh
C[C@@H]1NC(=O)[C@H]2C[C@@]3(c4ccccc4)c4ccccc4N[C@H]3N2C1=O | -3 | · | 3 | 1 | 3 | · | 0 | 6 | · | -1
O=C(Nc1ccncc1)C1(c2ccccc2)CCCC1 | -2 | -0.4 | 4 | 16 | -1 | 3 | -5 | -4 | -6 | -1
COc1cc(OC)cc(C(C(=O)NC2CCCCC2)N(C(=O)c2ccno2)c2ccccc2)c1 (stereo unspecified) | 3 | 0.1 | -3 | 4 | -2 | 3 | -5 | -4 | 2 | 0
Cc1ccc(C)c(N2CCN(C(=O)CN(C)S(=O)(=O)c3ccc4c(c3)CCC(=O)N4)CC2)c1 | -5 | 0.1 | 1 | -4 | -1 | -3 | 4 | 7 | -7 | -3
COCc1ccc(C(=O)N2CCCC(Nc3ccc4c(c3)OCCO4)C2)o1 (stereo unspecified) | 2 | -3.1 | 7 | 23 | 1 | 6 | -14 | 25 | 0 | 8
Cc1ccc(NC2CCCN(C(=O)c3ccc4nccnc4c3)C2)cc1C (stereo unspecified) | 3 | -3.0 | -2 | -9 | -2 | -10 | -4 | 2 | -1 | 5
CC(CC(=O)O)CC(=O)Nc1ccc(Br)cc1 (stereo unspecified) | 3 | -1.0 | -2 | -5 | -1 | 6 | 1 | 1 | 4 | 2
CCCCCOc1ccc(C(=O)OCC(=O)Nc2cc(C)c(C)cc2[N+](=O)[O-])cc1 | 1 | 0.7 | 3 | 3 | -4 | 0 | -4 | 2 | 5 | -2
C#CCOc1ccccc1C(N)=O | 1 | -1.7 | 3 | 6 | -3 | -4 | 6 | -2 | · | 6
COc1cc(C=O)ccc1OCCCOc1ccccc1[N+](=O)[O-] | 2 | -0.8 | -2 | -6 | 0 | 5 | -1 | 1 | -10 | 2
O=C(O)c1ccc(-c2ccc(/C=c3/sc4nc5ccccc5n4c3=O)o2)cc1Cl | 11 | -1.7 | 0 | 17 | 12 | 6 | 10 | 29 | -1 | 8
COc1cccc(CNc2ncc(Br)cc2Br)c1O | 3 | -0.2 | 1 | 3 | 1 | 3 | -16 | 6 | -33 | 0
CCC(C)N1C(=O)CCC1C(=O)NCc1ccc2c(c1)OCO2 (stereo unspecified) | -2 | 2.6 | -5 | 12 | 1 | -8 | 1 | 0 | 2 | -5
O=C(C1CCN(S(=O)(=O)c2ccccc2)CC1)N1CCN(C2CCCCC2)CC1 | 10 | · | 3 | -4 | 0 | · | 0 | 3 | · | -3
CN(c1ccccc1C(=O)NC1CCCCC1)S(=O)(=O)c1ccccc1 | · | -0.6 | 1 | -3 | -5 | -7 | 6 | -9 | -3 | 1
CSCCC(NC(=O)c1cc(C)oc1C)C(=O)O (stereo unspecified) | 1 | 3.0 | 5 | -3 | 0 | -10 | 1 | 0 | 4 | 2
Fc1ccc(NC(=S)Nc2ccccc2OC(F)F)cc1Cl | 1 | -3.8 | -5 | -10 | -1 | 6 | -1 | 4 | -7 | 0
CCOC(=O)C1=C[C@@H](C(C)(C)C)N(S(=O)(=O)c2ccc(C)cc2)[C@H]1c1ccc(Cl)c(Cl)c1 | 6 | -1.0 | -2 | 2 | -4 | 0 | 8 | 3 | · | 2
COc1ccc(N2C(=O)CCC(C(=O)NCCN3CCOCC3)C2c2ccc(OC)c(OC)c2)cc1 (stereo unspecified) | 6 | -1.1 | -1 | -7 | 3 | -6 | -1 | 3 | 4 | 4
CCN(CC(=O)Nc1cc(Cl)ccc1C)C(=O)c1cc([N+](=O)[O-])ccc1N1CCOCC1 | -1 | 0.1 | 2 | -7 | 1 | -10 | -2 | -2 | 3 | -8
Cc1ccc(C)c(S(=O)(=O)N2CCN(C(=O)c3cncc(Br)c3)CC2)c1 | -5 | -0.3 | 9 | 3 | -2 | 2 | -4 | -1 | 0 | 0
COc1ccc(C2CCCN2C(=S)Nc2ccc(C)cc2Cl)cc1OC (stereo unspecified) | -4 | -0.8 | 5 | 7 | 1 | 2 | -1 | -6 | 0 | 0
S=C(NCCCN1CCOCC1)N1CCOCC1 | 1 | -1.7 | 2 | -4 | 1 | -9 | 0 | -1 | 10 | -7
O=S1(=O)CCOC[C@H](Cc2ccccc2)N1Cc1ccccc1F | 1 | -0.9 | 1 | 6 | -4 | 1 | 3 | -8 | -3 | 1
Cc1ccc(C(=O)N2CCN(Cc3ccc4c(c3)OCO4)CC2)cc1C | 2 | 0.1 | 6 | 3 | -7 | 0 | -4 | -6 | 0 | 1

Next section
SMILES | Rev-erbA mod | PG9 Ab binder | SIAE primary | TDP2 inh | PRMT1 inh | TCR-CD3 inh | ABHD4 inh | rCAG binder | HTRA1 inh | LEDGF integ inh
Cc1cc(=O)oc2c3c(cc(OCC(=O)NCC(O)c4ccccc4)c12)OC(C)(C)CC3 (stereo unspecified) | -4 | 0.0 | -2 | 0 | 3 | 1 | 3 | 1 | · | -5
Cc1cc2cc(CNC(=S)NCc3ccccc3)ccc2n1C | -5 | -1.4 | 8 | 10 | 1 | 0 | 14 | 6 | 49* | 1
Cc1cccc(/C=N/c2sc3c(c2C#N)CCN(Cc2ccccc2)C3)c1O | 2 | -1.9 | -4 | 1 | 1 | 7 | 2 | 9 | -1 | 3
COc1ccc(-c2nnc(SCC(=O)Nc3ccc(S(=O)(=O)Nc4cc(C)nc(C)n4)cc3)n2-c2ccc(OC)cc2)cc1 | 0 | · | 1 | -5 | -6 | · | -10 | 49* | · | 2
O=[N+]([O-])c1ccc(Oc2ccc(C(F)(F)F)cn2)cc1 | 7 | -2.4 | 6 | 1 | -1 | -2 | 7 | -2 | 3 | -2
CC(C)CNc1ncnc2c1ncn2[C@H]1CN(Cc2ccc(Cl)cc2)C[C@@H](CO)O1 | -1 | 1.6 | -3 | 1 | 2 | 11 | 4 | -1 | · | 0
O=[N+]([O-])c1ccc(N2CCCC2)cc1NC1CC1 | 9 | -4.3 | 1 | -8 | -2 | -3 | 0 | 6 | -9 | -1
O=C1c2ccccc2C(=O)N1Nc1ccc([N+](=O)[O-])cc1[N+](=O)[O-] | 6 | -2.7 | 3 | 0 | 0 | -7 | 4 | -1 | -8 | -2
Cc1csc(N2CCN(c3cc4c(cc3Cl)nc(-c3ccncc3)n4CCCN3CCCC3)CC2)n1 | 0 | 1.0 | 8 | 15 | -3 | -17 | 15 | -10 | 5 | 0
CCOc1cc2c(cc1OCC)C(c1ccccc1)N(c1ccccc1)C(=O)C2 (stereo unspecified) | 0 | -1.7 | -5 | -6 | -1 | -2 | -4 | -6 | -4 | 1
O=c1c(-c2ccc(Br)cc2)coc2c(CN3CCCCC3)c(O)ccc12 | 0 | -1.6 | 0 | -6 | -3 | 1 | 0 | -1 | 6 | 2
O=C(NC1CCCCC1)C1CCN(S(=O)(=O)c2cccc3nsnc23)CC1 | -3 | -0.5 | 5 | 16 | -3 | 4 | 0 | 1 | -6 | -1
O=C1Cc2cc(S(=O)(=O)Nc3ccc(F)cc3Cl)ccc2N1 | 0 | 1.6 | 1 | 10 | 3 | -4 | 13 | 9 | 4 | -2
COCCn1cnnc1SCC(=O)Nc1sc2c(c1C#N)CCC2 | -16 | -2.0 | 5 | 5 | -4 | 9 | 2 | 8 | 1 | 6
CCCCOc1ccc(C(=O)Nc2ccc(S(=O)(=O)Nc3cc(C)on3)cc2)cc1OC | -3 | -2.5 | -9 | 6 | -1 | 1 | 0 | 7 | -1 | -1
CCOc1cc(C(=O)NN2CCOCC2)cc(OCC)c1OCC | -1 | -1.5 | 4 | -1 | -5 | -2 | -2 | -4 | 9 | -2
COC(=O)c1ccc(C)c(NC(=O)CCCN2C(=O)CN(C)C2=O)c1 | -5 | -2.9 | 0 | 5 | 0 | 2 | -4 | 1 | 1 | -1
COc1ccc(OCC(=O)Nc2cc3c(cc2C(=O)O)OCCCO3)cc1 | 6 | -2.4 | -2 | -1 | 4 | 10 | -7 | 11 | -1 | -3
Cc1cccc(NC(=S)NCCO)c1C | 7 | -1.1 | 0 | 7 | -2 | 7 | 5 | 1 | 0 | -2
Cc1cc(C)cc(-n2c(C)cc(/C=N/NC(=O)c3cccc([N+](=O)[O-])c3C)c2C)c1 | -2 | -0.6 | 7 | -3 | -1 | 0 | -3 | 5 | -25 | -3
Cc1sc(-n2c(C)cc(/C=C3\SC(=S)NC3=O)c2C)c(C#N)c1C | 6 | -0.3 | 3 | -7 | 2 | 8 | -9 | 69* | -17 | 2
CCOc1cc(/C=C(\C#N)c2nc(-c3cccs3)c(NC(C)=O)s2)ccc1O | 10 | 0.6 | -3 | -1 | -9 | -21 | 1 | 38* | 5 | 2
COc1ccc(OCc2cc(C(=O)NC(C)Cn3cncn3)no2)c(Cl)c1 (stereo unspecified) | -2 | -2.1 | -8 | 5 | -5 | 9 | -30 | 15 | -4 | 7
CSC[C@H]1CN(CCc2ccccc2)C(=O)[C@@H]1CC(=O)Nc1ccc(Br)cc1 | 5 | 1.0 | 0 | -1 | 4 | -3 | 0 | 3 | -22 | -4
O=C(CSc1nnc(-c2ccc(F)cc2)o1)Nc1ccc(S(=O)(=O)N2CCCC2)cc1 | -1 | -3.1 | -7 | -16 | -3 | 0 | -12 | 11 | 0 | 0

3 compounds out of the list, ordered by heavy-atom count, rising.
SMILES | Rev-erbA mod | PG9 Ab binder | SIAE primary | TDP2 inh | PRMT1 inh | TCR-CD3 inh | ABHD4 inh | rCAG binder | HTRA1 inh | LEDGF integ inh
Cc1cc2cc(CNC(=S)NCc3ccccc3)ccc2n1C | -5 | -1.4 | 8 | 10 | 1 | 0 | 14 | 6 | 49* | 1
Cc1sc(-n2c(C)cc(/C=C3\SC(=S)NC3=O)c2C)c(C#N)c1C | 6 | -0.3 | 3 | -7 | 2 | 8 | -9 | 69* | -17 | 2
O=C(CSc1nnc(-c2ccc(F)cc2)o1)Nc1ccc(S(=O)(=O)N2CCCC2)cc1 | -1 | -3.1 | -7 | -16 | -3 | 0 | -12 | 11 | 0 | 0

Next part
SMILES | Rev-erbA mod | PG9 Ab binder | SIAE primary | TDP2 inh | PRMT1 inh | TCR-CD3 inh | ABHD4 inh | rCAG binder | HTRA1 inh | LEDGF integ inh
COc1ccc(CNC(=O)C2CCCN(c3nn4c(=O)cc(C)nc4s3)C2)cc1 (stereo unspecified) | -6 | 0.2 | -1 | -1 | -6 | 0 | -9 | -2 | -1 | 4
O=C(CSc1ccccn1)Nc1ccc(Cl)c([N+](=O)[O-])c1 | 5 | -0.2 | -1 | -13 | -6 | 2 | -1 | -2 | -5 | 5
Cc1ccc(-c2csc3ncnc(OCC(=O)NC(=O)NCc4ccco4)c23)cc1 | 0 | -0.6 | -8 | 3 | 6 | -5 | -20 | 11 | -22 | 0
O=C(CNC(=O)c1ccccc1F)NC1CC1 | 1 | -0.9 | -11 | -4 | -2 | -3 | 1 | -3 | 2 | 2
O=C(O)/C(=C\c1ccc(-c2ccc(F)cc2)o1)c1ccccc1 | -2 | 0.8 | 3 | 4 | 28* | -3 | 3 | 27 | -6 | -2
CCOC(=O)CSc1nnc(CNC(=O)c2ccc(OC)cc2)n1-c1ccc(OC)cc1 | 2 | 0.5 | 1 | -4 | 3 | 3 | -9 | -6 | 4 | -1
